Source: PubChem BioAssay
NCI-60 one-dose screen, 48 h, at 10 µM unless noted. Numbers give growth in % (100 = growth as untreated, 0 = no growth, -100 = all killed).
SK-MEL-28: SK-MEL-28 melanoma; 81,000 tested, 4.1% active
A549/ATCC: A549/ATCC NSCLC; 81,000 tested, 3.7% active; AID 1794740
SK-MEL-5: SK-MEL-5 melanoma; 80,000 tested, 6.4% active; AID 1794755
HOP-62: HOP-62 NSCLC. 80,000 tested, 3.9% active
SK-MEL-2: SK-MEL-2 melanoma. 77,000 tested, 4.7% active. AID 1794763
M14: M14 melanoma | 80,000 tested, 6.2% active
EKVX: EKVX NSCLC; 71,000 tested, 3% active; AID 1794765
HOP-92: HOP-92 NSCLC cells | 71,000 tested, 6.3% active | AID 1794738
* marks the source's active call; other numbers are inactive results; . = not tested or not shown; & = joins results of further samples; ! = a repeat was not active. How the source made its calls: active means growth percent below 10; inactive means the rest.

The opening 5 records, to show the layout:
SMILES	SK-MEL-28	A549/ATCC	SK-MEL-5	HOP-62	SK-MEL-2	M14	EKVX	HOP-92
CCN(CC)c1ccc(N=Nc2cc(Cl)ccc2Cl)c(NC(=O)CCC(=O)O)c1	120	101	103	87	118	101	80	.
COc1ccc(/C=C2/SC(N3CCN(c4cccc(Cl)c4)CC3)=NC2=O)cc1OC	104	95	98	95	101	98	87	80
CCCCc1ccc(NC(=O)Nc2sc3c(c2C#N)CCCC3)cc1	102	84	80	123	103	85	92	99
Cc1c(C(N)=O)sc2nc(SCc3nnco3)n(Cc3ccccc3)c(=O)c12	114	107	.	96	106	99	.	88
Cc1c(-c2nnc(SCC(C)C)o2)sc2nc3ccccc3n12	114	100	97	130	109	104	102	102

The listing, from the start:
SMILES	SK-MEL-28	A549/ATCC	SK-MEL-5	HOP-62	SK-MEL-2	M14	EKVX	HOP-92
CCN(CC)c1ccc(N=Nc2cc(Cl)ccc2Cl)c(NC(=O)CCC(=O)O)c1	120	101	103	87	118	101	80	.
COc1ccc(/C=C2/SC(N3CCN(c4cccc(Cl)c4)CC3)=NC2=O)cc1OC	104	95	98	95	101	98	87	80
CCCCc1ccc(NC(=O)Nc2sc3c(c2C#N)CCCC3)cc1	102	84	80	123	103	85	92	99
Cc1c(C(N)=O)sc2nc(SCc3nnco3)n(Cc3ccccc3)c(=O)c12	114	107	.	96	106	99	.	88
Cc1c(-c2nnc(SCC(C)C)o2)sc2nc3ccccc3n12	114	100	97	130	109	104	102	102
O=C(NC(Cc1cc(=O)[nH]c2ccccc12)C(=O)O)c1ccc(Cl)cc1 (stereo unspecified)	109	128	99	105	99	99	109	108
CC(=O)Nc1c(C#N)cnc2ccc3oc(=O)ccc3c12	118	103	96	101	93	114	109	89
CCc1cc2c(c3c1C(=O)CC3)C(C)(C)CCC2	105	78	92	77	104	77	90	101
COc1cc(OC)c2sc(-c3ccc(-n4cncc4-c4cc(OC)c(OC)c(OC)c4)cc3)nc2c1	73	51	21	80	55	69	59	15
C1CC2CC1CC2CNCC1CC2CCC1C2 (stereo unspecified)	.	107	107	112	110	108	103	73
O=C(O)c1cc([N+](=O)[O-])ccc1Br	98	101	99	109	107	98	98	91
COCOc1ccc2c(=O)c(C)c(C(=O)N[C@@H](Cc3ccccc3)C(=O)C(=O)NCc3ccccc3)oc2c1	102	100	97	103	108	104	95	104
O=S(=O)(CS(=O)(=O)c1ccccc1Br)c1ccccc1Br	108	92	98	114	107	102	.	88
O=C1C=C/C(=C(\c2ccc(O)c(S(=O)(=O)O)c2)c2ccccc2C(=O)O)C=C1S(=O)(=O)O	78	94	122	94	.	109	104	86
Cc1ccc2c(N)c(C(=O)Nc3ccc(-c4ccccc4)cc3)sc2n1	85	82	20	64	59	73	23	27
NC(=O)c1ccc2c(c1)CN(c1ncc(Cc3ccc(-n4cccn4)cc3)s1)CC2	92	70	26	91	63	64	56	52
Cc1cc(CO)cc(C)c1O	110	96	103	106	76	106	.	.
CO[C@H](C(=O)NC1C(O)OC(CO)C(O)C1O)[C@@H]1Cc2cc3cc(OC4CC(OC5CC(O)C(O)C(C)O5)C(O)C(C)O4)c(C)c(O)c3c(O)c2C(=O)[C@H]1OC1CC(OC2CC(OC3CC(C)(O)C(O)C(C)O3)C(O)C(C)O2)C(O)C(C)O1 (stereo partly specified)	106	108	70	89	111	106	104	111
COc1ccc(/C(=C/c2cc(OC)c(OC)c(OC)c2)c2nn[nH]n2)cc1OC	106	78	96	82	113	89	89	80
CCNCc1c(-c2cccc(OC(F)(F)F)c2)[nH]c2ccc(N3CCCC3)cc2c1=O	48	40	16	29	42	-0.3*	88	43
N#CSCc1c(Cl)c(Cl)c(CSC#N)c(Cl)c1Cl	101	118	93	106	129	90	103	99
S=C(Cc1ccc2c(c1)CCCC2)N1CCOCC1	102	93	102	90	87	99	97	121
O=C1c2ccccc2C(=O)c2c(NCCNCCO)ccc(NCCNCCO)c21	-37*!	1.6*!	3.5*	9.0*	-17*	34&47&11	49&38	-6.0*
CCCCCCc1cc(O)cc(O)c1	96	79	94	75	101	92	84	68
Cn1c(C#N)ccc1-c1cccc(NC(=O)c2ccc(F)cc2)c1	90	90	92	92	84	86	84	88

(cont.)
SMILES	SK-MEL-28	A549/ATCC	SK-MEL-5	HOP-62	SK-MEL-2	M14	EKVX	HOP-92
Clc1ccc(-c2cc(-c3ccccc3)nc(Nc3nc4ccccc4[nH]3)n2)cc1	106	116	102	109	95	107	112	88
O=C(COc1ccccc1)Nc1ccccc1	103	88	93	103	108	105	.	.
c1ccc(CC(NCCNC(Cc2ccccc2)c2ccccc2)c2ccccc2)cc1 (stereo unspecified)	50	37	-52*	61	70	2.1*	23	-9.4*
Oc1ccc(Cl)cc1Cc1cc(Cl)ccc1O	36	61	9.1*	71	5.3*	25	61	.
C=CCOCCN(C)C	107	100	110	104	116	100	108	100
C[C@@H](C[C@H](CCO)c1ccc2c(c1)OCCO2)c1ccc2ccccc2c1	94	92	98	97	84	97	102	84
CN1CCN(c2ccc(Nc3c4ccccc4nc4ccccc34)cc2)CC1	109	98	102	110	106	113	.	178
N/C(=N\C(N)=N\c1nc2ccccc2s1)c1cccc([N+](=O)[O-])c1	94	29	97	80	93	67	61	76
O=c1ccc(-c2nc(N3CCOCC3)c3ccccc3n2)c[nH]1	98	97	88	100	108	93	59	103
c1ccc(CSc2nnc(-c3ccc4nc(-c5ccccc5)[nH]c4c3)o2)cc1	-4.8*	-12*	29	-3.5*	57	41	57	32
CC(C)(C)c1cc(O)cc(C(=O)O)c1O	120	92	109	100	85	112	.	108
CC(=O)c1c(F)ccc2ccccc12	106	103	108	102	.	98	.	.
OC1CCC(CC2CCCCC2)CC1 (stereo unspecified)	110	108	.	101	120	101	122	.
COc1ccc(Nc2c3ccccc3nc3ccccc23)cc1	50	.	25	34	55	48	.	.
O=C1c2c(c3c4cccnc4[nH]c3c3ccc4ccccc4c23)C(=O)N1O	46	84	23	56	91	49	98	82
OCC[C@@H]1C[C@@H]1c1cc2ccccc2s1	109	99	101	95	99	99	95	88
COC(=O)C(C)N (stereo unspecified)	114	109	115	98	130	109	102	118
COc1ccc(-c2nc3sccn3c2/C=C/C(=O)c2cc(F)cc(F)c2)cc1	93	89	81	86	75	89	88	19
COc1cccc(-c2nc(-c3ccc(NC(=O)c4ccccc4)cc3)[nH]c2-c2ccnc(Br)c2)c1	37	39	-80*	4.3*	29	30	24	50
COc1ccc(CC(=O)OCCCl)cc1	109	97	102	106	108	103	96	98
O=C(O)c1cc(S(=O)(=O)O)cc([N+](=O)[O-])c1O	110	98	103	95	97	100	105	108
COc1ccc(-c2nc(Sc3nc4c(c(=O)n(C)c(=O)n4C)n3Cc3ccc(F)cc3)[nH]c(=O)c2C#N)cc1	101	106	99	91	109	99	77	99
CCCCOc1nc2ccccc2cc1/C=C/c1cc(/C=C/c2cc3ccccc3nc2OCCCC)n(-c2ccccc2)n1	114	102	101	91	101	100	105	.
Cc1cc2c(=O)cc(-c3ccccc3)oc2c(C(=O)O)c1C	108	101	103	90	.	100	.	97
CCOc1nc(-c2ccccc2)cc2c(O)c(-c3nnco3)[nH]c(=O)c12	76	39	.	48	.	59	.	.

Quoted from the listing.
`Clc1ccc(-c2cc(-c3ccccc3)nc(Nc3nc4ccccc4[nH]3)n2)cc1` in SK-MEL-2 is entered as 95
`COc1cccc(-c2nc(-c3ccc(NC(=O)c4ccccc4)cc3)[nH]c2-c2ccnc(Br)c2)c1` in M14 is entered as 30

Continuation.
SMILES	SK-MEL-28	A549/ATCC	SK-MEL-5	HOP-62	SK-MEL-2	M14	EKVX	HOP-92
O=C1C(Nc2ccc(Cl)cc2)=C(I)C(=O)c2ncccc21	39	36	-40*	48	70	-3.9*	62	-90*
CSc1nc2c(c(=O)n1C)CN(Cc1ccccc1)C=N2	109	99	109	115	105	109	116	96
COc1cccc(C(=O)Nc2cccc(-c3cc(=O)c4ccccc4o3)c2)c1	70	62	76	27	90	97	80	98
COc1ccc(C(c2c(O)c3cc(C)ccc3[nH]c2=O)c2c(O)c3cc(C)ccc3[nH]c2=O)cc1	108	100	89	83	100	103	74	79
COc1ccc(C(=S)c2ccc(OC)cc2)cc1	104	102	101	96	115	99	105	98
CS(=O)(=O)c1ccc(C(=O)N2N=C(c3ccccc3)CC2c2ccccc2O)cc1 (stereo unspecified)	89	55	62	53	72	71	59	.
COc1ccc2cc(-c3csc(Nc4cccc5ccccc45)n3)c(=O)oc2c1	105	78	97	79	90	89	74	87
O=C(CNC1CCCCC1)Nc1ccc(-c2nc3ccccc3s2)cc1	95	88	91	85	105	89	.	49
COc1ccccc1NS(=O)(=O)c1ccc(C)cc1	111	91	103	99	98	104	102	90
O=C(O)c1cc[n+]([O-])cc1	120	97	105	102	100	112	95	75
CC(=O)N[C@@H](CC(C)C)C(=O)O	114	99	108	112	106	110	115	.
O=C(CSc1nnc2n3c(nn12)SCC(c1ccccc1)=N3)c1ccc(C(F)(F)F)cc1	110	111	103	108	121	104	101	117
Cc1ccc(C(=O)c2ccc(CC(=O)O)n2C)cc1	113	110	101	108	96	104	102	.
O=C(O)C(=Cc1ccc(-c2ccccc2)cc1)C(=O)O	105	105	102	100	106	97	92	110
C/C(=N\NC(=O)c1ccncc1)c1cccc(Cl)c1	105	105	103	.	108	100	97	.
CC(=O)CCCCCCCCCCC1CCC(O)C1O (stereo unspecified)	111	94	100	99	140	125	.	.
COc1ccc2c(c1)C1=NN(C(C)=O)C(c3cc(OC)c(OC)c(OC)c3)C1CC2 (stereo unspecified)	95	106	93	86	102	94	104	75
CCOC(=O)CC(CC(=O)OCC)(C(=O)OCC)C(=O)OCC	125	98	91	106	105	102	93	101
Cc1cc(C(=O)Nc2ncnc3nc[nH]c23)no1	106	100	101	93	131	99	103	102
O=C(Nc1ncc(Cc2ccccc2)s1)C1=NCCCCN1	113	107	101	108	113	106	103	114
O=C(O)c1ccccc1-c1ccccc1	98	96	100	103	122	104	.	100
COc1ccc(-n2nc(C)c(N=Nc3ccccc3)c2C)cc1	93	88	97	114	100	70	81	97
CC(/C=C1\SC(=S)N(CC(=O)NC(Cc2ccccc2)C(=O)O)C1=O)=C\c1ccccc1 (stereo unspecified)	102	96	100	96	101	101	99	104
CC(=O)NC1C(Nc2ccc(S(=O)(=O)Nc3ncccn3)cc2)OC(CO)C(O)C1O (stereo unspecified)	108	103	104	104	95	103	106	105
Cc1nnc(NCc2cc(Cl)cc(Cl)c2O)nc1C	104	95	88	102	98	91	98	74

Part of the list above, set out differently.
smiles,SK-MEL-28,A549/ATCC,SK-MEL-5,HOP-62,SK-MEL-2,M14,EKVX,HOP-92
CO[C@H](C(=O)NC1C(O)OC(CO)C(O)C1O)[C@@H]1Cc2cc3cc(OC4CC(OC5CC(O)C(O)C(C)O5)C(O)C(C)O4)c(C)c(O)c3c(O)c2C(=O)[C@H]1OC1CC(OC2CC(OC3CC(C)(O)C(O)C(C)O3)C(O)C(C)O2)C(O)C(C)O1 (stereo partly specified),106,108,70,89,111,106,104,111
COc1ccc(/C(=C/c2cc(OC)c(OC)c(OC)c2)c2nn[nH]n2)cc1OC,106,78,96,82,113,89,89,80

Further records:
SMILES	SK-MEL-28	A549/ATCC	SK-MEL-5	HOP-62	SK-MEL-2	M14	EKVX	HOP-92
Cc1ncc(C[n+]2csc([C@H](O)CO)c2C)c(N)n1	112	95	102	102	101	109	93	118
Cc1ccnc(NS(=O)(=O)c2ccc(N=Nc3c(N)[nH]c(=O)[nH]c3=O)cc2)n1	123	105	99	96	108	97	.	.
C1CCc2c(-c3n[nH]c4c3CCCC4)n[nH]c2C1	106	103	100	100	119	103	87	106
Cc1cc(C)c(O)c(C(C)(C)C)c1	109	103	92	97	94	100	108	.
CS(=O)(=O)c1ccc(Nc2nc(N3CCC(O)CC3)nc3cc[nH]c(=O)c23)cc1	75	51	71	94	74	50	89	81
Cc1ccc(C2SCC(=O)N2NC(=O)C(O)(c2ccccc2)c2ccccc2)cc1 (stereo unspecified)	121	94	104	97	97	89	97	.
Clc1cncc(Nc2ncnc3ccc(-c4cccc(-c5nn[nH]n5)c4)cc23)c1	107	97	100	100	123	97	96	66
Nc1ccccc1SC1CC(=O)N(c2cccc3ccccc23)C1=O (stereo unspecified)	96	.	97	91	93	105	.	.
O=C(Nc1ccccc1)Nc1ncnc2c1ncn2-c1cccc(Cl)c1	103	92	103	110	94	101	107	109
O=[N+]([O-])CC1(O)CCCCC1	115	104	109	114	.	105	130	103
COc1ccc(NC(=O)CSc2nnc(-c3ccc4nc(-c5ccc(Cl)cc5)[nH]c4c3)o2)cc1	10	66	16	75	107	15	99	102
CC(C)(C)n1cc(-c2ccnc(NCCCNS(=O)(=O)c3ccc(O)cc3)n2)c(-c2ccc(Cl)c(O)c2)n1	83	95	86	107	83	81	79	.
Cc1cc(C(c2ccc(Nc3ccccc3)cc2)c2ccc(Nc3ccccc3)cc2)ccc1Nc1ccccc1	97	94	80	122	94	74	94	71
NC1=NNC(c2ccccc2O)N1C(Cc1c[nH]c2ccccc12)C(=O)O (stereo unspecified)	112	101	98	86	94	101	74	94
O=c1oc2ccccc2cc1Cl	112	98	96	.	128	111	114	109
CC1=CC(=O)Nc2ncccc2O1	98	100	104	102	113	113	103	104
O=S(=O)(O)Sc1ccccc1	117	91	106	109	111	107	111	.
CCOC(=O)N(CCCCCCNC(c1ccccc1)S(=O)(=O)O)c1ccccc1 (stereo unspecified)	110	85	98	114	107	.	95	.
C/C=C/C1=C(C)C(=O)[C@H](O)O1	108	93	106	97	90	101	110	98
Cn1c(=O)[nH]c2nc(SCC(=O)Nc3ccc(C(=O)/C=C/c4cccc([N+](=O)[O-])c4)cc3)[nH]c2c1=O	112	93	103	104	107	101	97	92
CC1=CNC(=O)/C1=C\c1cc(=O)oc2ccc(Cl)cc12	114	94	96	95	.	98	98	92
O=C(O)c1ccc(N=Nc2ccccc2)cc1	108	98	98	101	104	101	.	101
Cc1ccc2c(c1)c1nc3cc(C)c(C)cc3nc1n2CCN(C)C	17	12	15	24	36	13	20	32
